# EP2 antag: EP2 receptor (human) inhibition; C6 glioma cells expressing human EP2, cAMP TR-FRET; cells stimulated with saturating PGE2; actives 0.52% (n = 260,000); inhibition, % at 25 µM;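 active = percent inhibition above 40 after rounding to a whole number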;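 also: rat C6 glioma host cells with rolipram phosphodiesterase inhibitor present; the protocol text gives 20 µM as final concentration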
# Target sequence (P43116 whole entry, looked up): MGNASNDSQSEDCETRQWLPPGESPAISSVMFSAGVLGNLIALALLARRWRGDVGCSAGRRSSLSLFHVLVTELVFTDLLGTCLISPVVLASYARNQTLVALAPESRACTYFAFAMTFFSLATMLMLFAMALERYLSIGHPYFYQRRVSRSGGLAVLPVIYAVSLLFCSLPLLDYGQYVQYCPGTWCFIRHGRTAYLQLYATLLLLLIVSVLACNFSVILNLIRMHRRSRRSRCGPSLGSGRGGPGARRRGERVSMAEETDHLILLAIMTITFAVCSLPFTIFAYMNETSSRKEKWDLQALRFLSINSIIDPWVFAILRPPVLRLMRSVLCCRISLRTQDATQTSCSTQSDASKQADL
# EP2 mod: modulates human prostaglandin E2 receptor EP2 signaling | induction, % at 25 µM | actives 0.83% (n = 260,000) | EP2-expressing cells, cAMP HTRF FRET, PGE2 co-stimulation | P43116;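 active = compounds whose cAMP rise, as percent of the full-agonist control response, exceeds 60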;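 also: rat C6 glioma line stably carrying human EP2 under a CMV promoter; the protocol text gives 20 µM as final concentration; 100% = response of wells given 1 µM PGE2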
# Active calls of the source: *; & = joins results of further samples.
SMILES,EP2 antag,EP2 mod
COc1cc(NC(=O)CSc2nc(-c3ccccc3)cc(C(F)(F)F)n2)cc(OC)c1OC,12,-46
CCOC(=O)C1CCN(C(c2cc3cc(C)c(C)cc3[nH]c2=O)c2nnnn2CCOC)CC1 (centres undefined),8,-46
CCC(C)c1ccc(NC(=O)CN2CCC(N3CCCCC3)CC2)cc1 (centres undefined),9,-8
CCN1CCCC1CNC(=O)C(=O)NCc1ccc2c(c1)OCO2 (centres undefined),3,-20
COc1ccc(C2NC(=O)NC(C)=C2[N+](=O)[O-])cc1 (centres undefined),12,-2
CC(=O)N1CCN(c2ccc(NC(=O)COc3cc(C)cc(C)c3)cc2)CC1,9,31
C[C@@H](Cn1nnc2ccccc21)NC(=O)c1ccc2c(c1)OCO2,9,-99
CCNC(=S)N(Cc1cccs1)Cc1cc2cc(C)cc(C)c2[nH]c1=O,2,7
O=C(C1=C(O)C(=O)N(CC2CCCO2)C1c1ccccc1)c1ccco1 (centres undefined),13,37
Cc1ccc2cc(C#N)c(=S)[nH]c2c1,14,-35
CN1CCN(C(c2ccc(Cl)cc2)c2nnnn2Cc2ccco2)CC1 (centres undefined),13,-9
CCOC(=O)CS(=O)(=O)c1nc2c(c(C(F)(F)F)n1)CCc1ccccc1-2,12,10
Cc1ccc2cc(C#N)c(SCC(=O)OC3CCCCC3)nc2c1,8,31
Cc1cc2cc(CN(Cc3cccs3)S(=O)(=O)c3ccccc3)c(=O)[nH]c2cc1C,8,-105
CCC(=O)Nc1ccccc1-c1nc2ccccc2s1,20,3
C[N+]1(CCCCC[N+]2(C)CCCC2)CCCC1,8&15,18&0
COc1ccc(C2(O)CCN(CC(O)c3ccc(C)cc3)CC2)cc1 (centres undefined),6,-44
O=C(Nc1ccc2oc(=O)ccc2c1)c1ccccc1F,7,-41
COCCn1nnnc1CN1C2CCCC1CC(NC(=O)C1CCCCC1)C2 (centres undefined),12,-12
COc1ccc2[nH]c(=O)c(C(c3nnnn3C(C)(C)C)N3CCN(c4ccccc4)CC3)cc2c1 (centres undefined),15,-9
Cc1ncccc1-c1cc2cccnc2n1CCCNC(=O)CC1CCCC1,8,15
Cc1ccc(OCC(=O)Nc2sc(C)c(C)c2C(N)=O)c(C)c1,8,-23
CCOC(=O)c1sc2nc3cc(OC)ccc3cc2c1N,22,-18
Cc1cc(NC(=O)CS(=O)(=O)c2ccccc2)no1,5,-8
COc1ccc(C(=O)Nc2nnc(COc3ccc(F)cc3)s2)cc1OC,10,-19
O=C(NC(c1ccccc1)c1cccnc1)c1cc2c([nH]c1=O)CCCCC2 (centres undefined),16,-64
CCOc1ccccc1C1C2=C(CC(C)(C)CC2=O)N(C)C2=C1C(=O)CC(C)(C)C2,6,3
CCNC(=O)c1c(NC(=O)c2ccccc2C)sc2c1CCCC2,9,-90
CC(=O)OC(COCc1ccccc1)Cn1cnc2ccccc21 (centres undefined),10,11
NC(=O)COc1ccc(S(=O)(=O)N2CCCC2)cc1,16,-32
COC(=O)c1c(N)sc(C(=O)Nc2cccc(Cl)c2C)c1C,20,-50
CCc1cccc(CC)c1NC(=O)CN1CCN(Cc2ccc3c(c2)OCO3)CC1,5,-35
Fc1ccc(C(c2nnnn2C2CCCC2)N2CCOCC2)cc1 (centres undefined),6,-41
COc1ccc(C2(C(=O)N3CCC(n4nnc5ccccc5c4=O)CC3)CCCCC2)cc1,11,17
CCc1ccccc1NC(=O)C(=O)NCC1CCCO1 (centres undefined),6,-29
Cc1ccn(C(=O)COc2ccc3ccccc3c2)n1,13,-67
Cc1ccc(S(=O)(=O)Nc2ccc(S(=O)(=O)N3CCc4ccccc43)cc2)cc1,12,-6
CCn1c(SCC(=O)Nc2cccc(NC(=O)c3cccc(C)c3)c2)nnc1-c1cccs1,19,2
CC(C)NC[C@@H](O)COc1ccc(CC(N)=O)cc1,11,8
CNc1ncccc1CN(Cc1ccc(OC)cc1OC)CC1CCCO1 (centres undefined),1,46
CC(C)Oc1ccc(C2(C)N=C(O)N=C2O)cc1 (centres undefined),9,-17
CC1CN(C)CCC1CCc1ccc(NC(=O)Cn2ncc3ccccc3c2=O)cc1 (centres undefined),13,-8
O=S(=O)(NCCc1ccccc1)c1ccc(S(=O)(=O)N2CCCC2)cc1,7,-40
CC(C)(C)C1=NN(CC(=O)NCCc2ccco2)C(=O)c2cc3ccccc3n2C1,11,9
CC1CCN(S(=O)(=O)c2ccc3[nH]c(=O)[nH]c3c2)CC1,6,-16
COc1ccc2nc(SCC(=O)N3CCCC3)c(C)cc2c1,14,-6
Cc1cc(C)nc(SCCn2c(N3CCCCC3)nc3c2c(=O)[nH]c(=O)n3C)n1,9,0
CC1CCCC(C)N1S(=O)(=O)c1ccc(S(=O)(=O)NC2CCCC2)cc1 (centres undefined),17,-85
O=C(Cc1ccsc1)N1CCC[C@H](Cn2nc(-c3cccs3)ccc2=O)C1,9,-38
C=C(C)Cn1c(Sc2ccc(C)cc2)nc2c1c(=O)[nH]c(=O)n2C,8,10
COc1ccc(/C(O)=C2/C(=O)C(=O)N(Cc3cccnc3)C2c2cccnc2)cc1F (centres undefined),22,18
COCCn1nnnc1C(c1cccs1)N1CCN(c2ccc(OC)cc2)CC1 (centres undefined),4,-3
CN1CCCC(OC(=O)c2ccc(F)cc2)C1 (centres undefined),9,-1
CCN1CCCC1CN(Cc1cc2ccc(C)cc2[nH]c1=O)C(=O)Nc1ccccc1Cl (centres undefined),9,-34
CCCn1c(SCC(=O)Nc2ccc(C)c(Cl)c2)nnc1-c1ccco1,13,-8
C[N+]12CCCCC1C(CCCO)CCC2 (centres undefined),13,-18
CC1=NN(C(=O)c2ccccc2O)C(O)(C(F)(F)F)C1 (centres undefined),7,22
COc1ccc2[nH]c(=O)c(CN(Cc3cccs3)C(=S)Nc3ccc(C)cc3)cc2c1,14,-27
O=C1NC2(CCN(C(=O)C3(c4ccccc4)CC3)CC2)Oc2ccccc21,8,-66
CC(O)CNc1nc2c(c(=O)n(Cc3ccc(Br)cc3)c(=O)n2C)n1C (centres undefined),4,-21

# New compounds follow:
SMILES,EP2 antag,EP2 mod
CC(C)(C)C(=O)c1cn(CC(=O)N2CCOCC2)c2ccccc12,8,-24
Cc1onc(-c2ccncc2)c1C(=O)NC(C)c1ccc2c(c1)CCC2 (centres undefined),4,-21
CC(C)(Sc1ccc(CCN(CCCCC2CCCCC2)C(=O)NC2CCCCC2)cc1)C(=O)O,13,66*
CCC(c1nnnn1CCc1ccccc1)N(Cc1ccco1)Cc1cc2c(C)cc(C)cc2[nH]c1=O (centres undefined),2,49
COc1ccc(NC(=O)CSc2nnc(C)n2-c2ccccc2)cc1,5,22
O=C(O)c1cccc(S(=O)(=O)N2CCC(n3nnc4cc(C(F)(F)F)ccc43)CC2)c1,7,-6
N=C(N)c1ccc(OCCCCCOc2ccc(C(=N)N)cc2)cc1 (tested in a mixture with another compound),11,24
COC(=O)c1c(NC(=O)C2CC2)sc(C(=O)Nc2ccc(C)c(Cl)c2)c1C,5,-14
CCOC(=O)c1cccc(NC(=O)CSc2nnc(-c3cccnc3)o2)c1,5,-11
COc1cccc(C(O)CN2CCC3(CC2)CC(O)c2cc(OC)ccc2O3)c1 (centres undefined),9,-37
CCC(C)NC(=O)CSc1nnc(-c2ccoc2C)n1Cc1ccco1 (centres undefined),8,14
c1ccc2c(c1)N1CCCN=C1N2CCNC1CCCCC1,2,-66
CC1CCN(C(c2cc3cc4c(cc3[nH]c2=O)OCO4)c2nnnn2C2CCCCC2)CC1 (centres undefined),14,0
COC(=O)c1ccc(NC(=O)CSc2nncn2-c2ccccn2)cc1,8,-1
O=c1sc2ccccc2n1CCCl,13,13
O=C(CSc1ncnc2c1sc1nc3ccccc3cc12)c1ccccc1,8,0
O=C(c1cccs1)N1C2CCC1CC(c1ccc(F)cc1)C2 (centres undefined),6,-48
COc1ccc2cc(CN(Cc3ccccc3)Cc3nnnn3C3CCCCC3)c(=O)[nH]c2c1,6,75*
C[N+]1(Cc2ccccc2)Cc2ccccc2C1,9,-42
COc1ccccc1NC(=O)c1ccc[n+](C)c1,12,-8

# An excerpt from above in order of molar mass, smallest number first.
SMILES,EP2 antag,EP2 mod
O=c1sc2ccccc2n1CCCl,13,13
C[N+]1(Cc2ccccc2)Cc2ccccc2C1,9,-42
COc1ccccc1NC(=O)c1ccc[n+](C)c1,12,-8
CC1=NN(C(=O)c2ccccc2O)C(O)(C(F)(F)F)C1 (centres undefined),7,22
c1ccc2c(c1)N1CCCN=C1N2CCNC1CCCCC1,2,-66
CC(C)(C)C(=O)c1cn(CC(=O)N2CCOCC2)c2ccccc12,8,-24
Cc1onc(-c2ccncc2)c1C(=O)NC(C)c1ccc2c(c1)CCC2 (centres undefined),4,-21
COc1ccc(NC(=O)CSc2nnc(C)n2-c2ccccc2)cc1,5,22
O=C1NC2(CCN(C(=O)C3(c4ccccc4)CC3)CC2)Oc2ccccc21,8,-66
COC(=O)c1ccc(NC(=O)CSc2nncn2-c2ccccn2)cc1,8,-1
CCOC(=O)c1cccc(NC(=O)CSc2nnc(-c3cccnc3)o2)c1,5,-11
O=C(CSc1ncnc2c1sc1nc3ccccc3cc12)c1ccccc1,8,0
COc1cccc(C(O)CN2CCC3(CC2)CC(O)c2cc(OC)ccc2O3)c1 (centres undefined),9,-37
COC(=O)c1c(NC(=O)C2CC2)sc(C(=O)Nc2ccc(C)c(Cl)c2)c1C,5,-14
CC(O)CNc1nc2c(c(=O)n(Cc3ccc(Br)cc3)c(=O)n2C)n1C (centres undefined),4,-21
COc1ccc2[nH]c(=O)c(CN(Cc3cccs3)C(=S)Nc3ccc(C)cc3)cc2c1,14,-27
CC1CCN(C(c2cc3cc4c(cc3[nH]c2=O)OCO4)c2nnnn2C2CCCCC2)CC1 (centres undefined),14,0
O=C(O)c1cccc(S(=O)(=O)N2CCC(n3nnc4cc(C(F)(F)F)ccc43)CC2)c1,7,-6
COc1ccc2cc(CN(Cc3ccccc3)Cc3nnnn3C3CCCCC3)c(=O)[nH]c2c1,6,75*
CCC(c1nnnn1CCc1ccccc1)N(Cc1ccco1)Cc1cc2c(C)cc(C)cc2[nH]c1=O (centres undefined),2,49
CC(C)(Sc1ccc(CCN(CCCCC2CCCCC2)C(=O)NC2CCCCC2)cc1)C(=O)O,13,66*

# The main list resumes, starting two compounds before the break.
SMILES,EP2 antag,EP2 mod
C[N+]1(Cc2ccccc2)Cc2ccccc2C1,9,-42
COc1ccccc1NC(=O)c1ccc[n+](C)c1,12,-8
O=C(Nc1ccc2ccccc2c1)c1ccc(Cl)c(S(=O)(=O)N2CCOCC2)c1,18,-110
NC(=O)Cn1nc(-c2ccc(F)cc2)n(-c2ccncc2)c1=O,8,-21
CCCn1c(-c2ccc(F)cc2)cnc1SCC(=O)Nc1ccc(OC)cc1OC,13,-12
Cc1c(C(=O)Nc2ccccc2)sc2ncn(CC(=O)N3CCCCC3)c(=O)c12,9,-21
CCN(CC)C(=O)CN1CCC(n2c(C)nc3sc(C)c(C)c3c2=O)CC1,5,-45
N#Cc1cn(Cc2ccccc2F)c2ccccc12,13,46
NC(=O)c1c(NC(=O)c2ccc3c(c2)OCCO3)sc2c1CCCC2,12,-81
CSc1ncc(C(=O)NC(c2ccccc2)c2cccnc2)cn1 (centres undefined),6,-13
Cn1c(=O)c2c(nc(Oc3ccc4c(c3)OCO4)n2Cc2cccc3ccccc23)n(C)c1=O,12,41
COc1ccc(Cl)cc1NC(=O)c1sc2nc(C)cc(C)c2c1N,5,-32
CCOC(=O)c1ccc(NC(=O)c2c(C)nc3ccccn23)cc1,8,-28
O=C1CC(/C=C/c2ccccc2)(C(=O)NC2CCCCC2)N1c1ccc2c(c1)OCCO2 (centres undefined),12,18
CN(C)CCNCCN,16,13
Cc1cc(C(F)(F)F)nc(SCCNC(=O)Cc2c(F)cccc2Cl)n1,10,3
CC(C)c1ccc(C(=O)Nc2ccc(N3CCOCC3)c(Cl)c2)cc1,16,-113
Cn1c(=O)c2c(nc(Br)n2CC(=O)O)n(C)c1=O,1,27
O=C(/C=C/c1ccco1)NC(=S)NC1CCCCC1,12,-118

# Compound activity deposited in PubChem by Emory University Molecular Libraries Screening Center.

# A portion of the library; the hit share may differ from the screen's.
